Shiga inhibitor – inhibitors of Shiga toxin in Vero cells; Vero cells, Shiga toxin protein synthesis inhibition reporter; inhibition, % at 38.7 µM; 290,000 compounds, 9.2% hits; AID 2315; in the data active = inhibition mostly above about 28%, no sharp cut-off; inactive = mostly below about 43%; also: 0% is about no effect
AmpC detergent – AmpC beta-lactamase inhibition with detergent present; Potency, µM (highest dose often 114 µM), for inactives: top-dose activity change, negative = inhibition, actives largely listed as inhibitors; AID 485294; AmpC hydrolysis of nitrocefin, absorbance 480 nm, 0.01% Triton; 370,000 compounds, 0.041% hits;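 also: potency is read from the fitted curve at half-maximal effect; 0% = no-compound wells and -100% = no-enzyme wells; nearly all actives have a fitted effect of over 25% in size; some results filed as inactive show a strong effect at the top dose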
Target sequence (P00811 whole entry, looked up): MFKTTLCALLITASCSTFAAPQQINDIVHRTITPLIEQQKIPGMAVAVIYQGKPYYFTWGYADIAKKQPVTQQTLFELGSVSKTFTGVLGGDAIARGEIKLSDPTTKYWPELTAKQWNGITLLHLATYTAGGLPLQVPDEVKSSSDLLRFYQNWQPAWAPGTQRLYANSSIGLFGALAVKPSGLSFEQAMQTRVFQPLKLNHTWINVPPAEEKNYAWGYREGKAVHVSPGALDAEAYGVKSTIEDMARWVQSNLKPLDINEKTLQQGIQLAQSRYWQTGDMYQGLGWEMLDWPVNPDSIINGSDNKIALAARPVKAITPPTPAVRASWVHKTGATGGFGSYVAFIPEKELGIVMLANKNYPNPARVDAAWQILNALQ
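AmpC (5.3 nM in the dispensed reagent) in 20 mM phosphate pH 7.0 with 0.01% (detergent screen) or 0.0001% Triton X-100 was preincubated with compounds for 15 min at room temperature. Nitrocefin was then added from an 800 uM solution, and hydrolysis was followed at 480 nm.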
Giardia FBPA inh – inhibitors of Giardia lamblia fructose-1,6-bisphosphate aldolase; A8B2U2; purified Giardia FBPA; 290,000 compounds, 0.71% hits; Potency, µM (highest dose often 59.6 µM), for inactives: top-dose activity, negative = inhibition, actives largely listed as inhibitors; AID 2451; also: potency is read from the fitted curve at half-maximal effect; % is scaled to controls: 0 for no effect and ±100 for the full control effect; nearly all actives have a fitted effect of over 55% in size
Target sequence (A8B2U2 whole entry, looked up): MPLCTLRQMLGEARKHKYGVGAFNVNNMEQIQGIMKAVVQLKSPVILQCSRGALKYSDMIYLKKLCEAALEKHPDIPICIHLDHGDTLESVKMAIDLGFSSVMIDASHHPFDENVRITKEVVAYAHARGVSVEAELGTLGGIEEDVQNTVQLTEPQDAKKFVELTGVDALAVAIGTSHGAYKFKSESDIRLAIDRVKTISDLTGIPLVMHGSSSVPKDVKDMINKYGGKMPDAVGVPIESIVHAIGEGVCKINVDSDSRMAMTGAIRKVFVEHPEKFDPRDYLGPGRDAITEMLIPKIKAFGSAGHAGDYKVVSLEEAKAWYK
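Giardia FBPA (40 nM reagent) was preincubated 10 min at RT with compound (up to 57.5 uM final), then substrate plus GAPDH/TPI/NAD/arsenate coupling system with diaphorase/resazurin was added; resorufin fluorescence (525/598 nm) was read after 20 min.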
AMA1-RON2 inh – inhibitors of Plasmodium falciparum AMA1-RON2 interaction | AlphaScreen AMA1-biotinylated RON2 peptide binding | AID 720542 | 360,000 compounds, 0.2% hits | Potency, µM (titrated, usually from 58.2 µM), for inactives: top-dose activity change, negative = inhibition, actives largely listed as inhibitors;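 also: potency is read from the fitted curve at half-maximal effect; 0% = vehicle wells and -100% = peptide control; nearly all actives have a fitted effect of over 45% in size; some results filed as inactive show a strong effect at the top dose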
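AMA1 (3D7) with his tag at 25 nM final met compounds first, then biotinylated RON2 peptide at 25 nM; detection used donor plus acceptor beads, 10 µg/mL apiece, read by AlphaScreen after 30 min at room temperature.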
CHX counter – counter-screen hit for Shiga toxin inhibitors, cycloheximide. cell reporter, cycloheximide protein synthesis inhibition counterscreen. max response, %. 300,000 compounds, 12% hits. AID 2314; in the data active = max response mostly above about 13%, no sharp cut-off; inactive = mostly below about 14%; also: read at 38.3 µM for the half of the compounds with a filed dose; 0% is about no effect
HCMV antiviral – human cytomegalovirus inhibition | AID 1259415 | HFF cells, HCMV-luciferase reporter, 72 h; stronger effect = lower value | activity change, negative = inhibition, % at 57.5 µM | 410,000 compounds, 4.5% hits; in the data active = activity change below about -60%; inconclusive = no clear call, values can overlap the other calls; inactive = above about -39%; also: % is scaled to controls: 0 for no effect and ±100 for the full control effect
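Inhibition of viral replication was scored as loss of reporter luminescence in HFFs infected with HCMV-luciferase (MOI 1 PFU/cell) for 72 h; compounds tested at 2 doses, normalized to buffer and Salinomycin controls.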
AmpC no deterg – AmpC beta-lactamase inhibition without detergent | P00811 | AmpC nitrocefin hydrolysis, absorbance 480 nm, 0.0001% Triton | Potency, µM (doses to about 57.1 µM), for inactives: at the highest dose activity change, negative = inhibition, actives largely listed as inhibitors | 330,000 compounds, 0.52% hits;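 also: potency is read from the fitted curve at half-maximal effect; plate controls were no compound for no effect and no enzyme for full effect; nearly all actives have a fitted effect of over 20% in size; some results filed as inactive show a strong effect at the top dose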
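20 mM phosphate pH 7.0 + 0.01% (detergent screen) or 0.0001% Triton X-100; 5.3 nM AmpC reagent; cpd preinc 15 min RT; nitrocefin (800 uM stock) to start; A480 q20 s × 4 min; Activity was normalised to no-enzyme and no-compound control wells.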
* = called active by the depositor; u = inconclusive; x = no result given; + = active, no number; & = joins results of further samples; [ ] = another dose, or the depositor's remark. Unless noted, calls follow the shape of the dose curve; as a rule, active = well fitted curve in the direction sought with a large enough effect; inconclusive = small, poorly fitted or top-dose-only effect, or another doubt; inactive = no such curve, though single readings can be large; an effect the other way counts as inactive or inconclusive.

[1] Cc1cc(S(=O)(=O)NCc2ccco2)c(C)s1
[2] CCOC(=O)CSc1nc(-c2cccs2)nc2c1c(=O)n(C)c(=O)n2C
[3] COc1ccccc1N(CC(O)Cn1nc(C)cc1C)S(=O)(=O)c1ccccc1 (stereo not drawn)
[4] Cc1ccc2[nH]c3c(=O)n(CC(=O)NCc4ccco4)ncc3c2c1
[5] Cc1ccc2c(c1)=C/C(=C\c1c(O)[nH]c(=O)[nH]c1=O)C(=O)N=2
[6] CCOC(=O)N1CCN(C(=O)CCCn2c(=S)[nH]c3ccccc3c2=O)CC1
[7] COCCn1c(C)nnc1SCC(=O)NNC(=O)c1ccc(Cl)cc1
[8] Cc1ccc(OCC(=O)NCCCNC(=O)c2ccc(C)nc2)cc1

entry no. | 1 | 2 | 3 | 4 | 5 | 6 | 7 | 8
Shiga inhibitor | 18 | 7 | 51 | -8 | -8 | 21 | -13 | -13
AmpC detergent | -1% | -12% | 6% | 0%&12% | 5% | 3% | -1% | -4%
Giardia FBPA inh | -4% | 6% | 3% | -5% | -11% | -20% | 0% | 8%
AMA1-RON2 inh | 30% | 2% | -2% | -9% | -9% | -7% | 7% | -7%
CHX counter | -1 | -1 | 2 | 2 | -5 | -1 | -5 | 1
HCMV antiviral | 10 | -35 | u | u | -14 | 30 | 1 | -17
AmpC no deterg | -5% | -7% | 68%[activator] | -15% | -18% | x | -7% | 3%

[9] CCCC1=[N+](CC(C)=O)CCn2c(C)ccc21
[10] Nc1nc(SCC(=O)N2CCc3ccccc3C2)[nH]c(=O)c1-c1ccccc1
[11] CCOC(=O)N1CCC(N2CC34C=CC(O3)C(C(=O)Nc3ccc(C(C)C)cc3)C4C2=O)CC1 (stereo not drawn)
[12] CCCc1nnc(NC(=O)c2ccc(S(=O)(=O)N(C)c3ccccc3OC)cc2)s1
[13] CCC1(C)OC(=O)N2CCc3c(C)[nH]c4c(C)ccc(c34)C21C (stereo not drawn)
[14] COc1ccc(NS(=O)(=O)c2cccc(-c3nnc(-c4ccccc4)o3)c2)cc1
[15] CC1CN(S(=O)(=O)c2cc(C(=O)NC(C)c3cccnc3)ccc2Cl)CC(C)O1 (stereo not drawn)
[16] CS(=O)(=O)N(CC(=O)Nc1ccccc1C(=O)N1CCOCC1)c1ccccc1

entry no. | 9 | 10 | 11 | 12 | 13 | 14 | 15 | 16
Shiga inhibitor | -8 | 25 | -5 | x | -4 | 57* | x | 8
AmpC detergent | 1% | 3% | -9% | -4% | -16% | -1% | x | -4%
Giardia FBPA inh | -9% | -13% | 0% | x | -9% | -2% | x | 1%
AMA1-RON2 inh | -2% | 1% | 10% | -12% | -7% | -18% | 1% | 0%
CHX counter | 4 | 10 | -2 | x | -3 | 15* | x | -4
HCMV antiviral | 49 | 105 | 16 | 0 | 8 | -20 | -19 | -4
AmpC no deterg | -1% | -24% | 88%[activator] | -28% | x | -6% | 2% | -20%

[17] CC(/C=C/c1ccc2c(c1)OCO2)=N\NC(=O)c1ccccc1
[18] NC(=O)c1sc(=S)n(-c2ccc(Br)cc2)c1N
[19] O=C(CN(Cc1ccc2c(c1)OCO2)C(=O)CNS(=O)(=O)c1ccccc1)NCC1CCCO1 (stereo not drawn)
[20] COc1cccc(-c2nnn(CC(C)=O)n2)c1
[21] CC1CCCCC1NC(=O)c1cc(S(=O)(=O)N2CCCCC2)ccc1N1CCOCC1 (stereo not drawn)
[22] O=C(Oc1cccnc1)c1ccc(Cl)cc1
[23] COc1ccccc1NC(=O)c1c(Nc2ccccc2C)sc(C(=O)Nc2cccc(Cl)c2)c1N
[24] O=C(COC(=O)CNC(=O)c1ccccc1)Nc1cccc(Br)c1

entry no. | 17 | 18 | 19 | 20 | 21 | 22 | 23 | 24
Shiga inhibitor | 152* | -9 | 25 | + | x | -17 | 9 | -12
AmpC detergent | 3% | -9% | -8% | -4% | 0% | -18% | -6% | -7%
Giardia FBPA inh | -9% | -5% | -3% | 1% | x | 17% | 0% | 1%
AMA1-RON2 inh | 58%[activator] | 20% | 5% | -19% | -3% | 6% | 4% | 0%
CHX counter | 41* | -1 | -3 | 53* | x | -10 | -1 | -3
HCMV antiviral | -19 | 39 | 8 | 19 | 0 | -13 | -97* | 1
AmpC no deterg | -27% | -13% | 2% | -3% | 2% | -16% | u | -20%

[25] O=[N+]([O-])c1ccc(Sc2nc3ccccc3o2)c([N+](=O)[O-])c1
[26] Nc1nc(CC(=O)CSc2ccc(Cl)cc2)nc(Nc2ccc(F)cc2)n1
[27] CCC1(CC)NC(=O)N(CC(=O)OCC(=O)Nc2ccc(F)c(F)c2F)C1=O
[28] COC(=O)C1=C(c2ccc(Cl)c(C(F)(F)F)c2)C[C@@H]2CC[C@H]1N2C(=O)NC1CC1
[29] COc1ccc(C(=O)COC(=O)c2cnc(C)cn2)cc1OC

entry no. | 25 | 26 | 27 | 28 | 29
Shiga inhibitor | 55* | -6 | -20 | x | x
AmpC detergent | u | -6% | u | -2% | -16%
Giardia FBPA inh | -18% | 5% | -1% | x | x
AMA1-RON2 inh | 27µM* | x | -2% | 2% | 11%
CHX counter | 10 | -5 | 10 | x | x
HCMV antiviral | -107* | -11 | -9 | -23 | -30
AmpC no deterg | -24% | -12% | 14% | 123%[activator] | -12%

Molecules shown so far containing a halogen:
[7] COCCn1c(C)nnc1SCC(=O)NNC(=O)c1ccc(Cl)cc1
[15] CC1CN(S(=O)(=O)c2cc(C(=O)NC(C)c3cccnc3)ccc2Cl)CC(C)O1 (stereo not drawn)
[18] NC(=O)c1sc(=S)n(-c2ccc(Br)cc2)c1N
[22] O=C(Oc1cccnc1)c1ccc(Cl)cc1
[23] COc1ccccc1NC(=O)c1c(Nc2ccccc2C)sc(C(=O)Nc2cccc(Cl)c2)c1N
[24] O=C(COC(=O)CNC(=O)c1ccccc1)Nc1cccc(Br)c1
[26] Nc1nc(CC(=O)CSc2ccc(Cl)cc2)nc(Nc2ccc(F)cc2)n1
[27] CCC1(CC)NC(=O)N(CC(=O)OCC(=O)Nc2ccc(F)c(F)c2F)C1=O
[28] COC(=O)C1=C(c2ccc(Cl)c(C(F)(F)F)c2)C[C@@H]2CC[C@H]1N2C(=O)NC1CC1

entry no. | 7 | 15 | 18 | 22 | 23 | 24 | 26 | 27 | 28
Shiga inhibitor | -13 | x | -9 | -17 | 9 | -12 | -6 | -20 | x
AmpC detergent | -1% | x | -9% | -18% | -6% | -7% | -6% | u | -2%
Giardia FBPA inh | 0% | x | -5% | 17% | 0% | 1% | 5% | -1% | x
AMA1-RON2 inh | 7% | 1% | 20% | 6% | 4% | 0% | x | -2% | 2%
CHX counter | -5 | x | -1 | -10 | -1 | -3 | -5 | 10 | x
HCMV antiviral | 1 | -19 | 39 | -13 | -97* | 1 | -11 | -9 | -23
AmpC no deterg | -7% | 2% | -13% | -16% | u | -20% | -12% | 14% | 123%[activator]
